# GluA2 TARP mod: modulates AMPAR-stargazin complexes. O88602+P19491. HEK293 GluA2+stargazin, membrane potential dye (FDSS), glutamate EC50; hits were called plate by plate, in both directions. calls only at 30 µM. hit rate 3.5% among 40,000. AID 1259245;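 active = any of four per-well response measures lying three or more SD from its plate-wide compound average, in either direction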
# Target sequence (O88602 whole entry, looked up): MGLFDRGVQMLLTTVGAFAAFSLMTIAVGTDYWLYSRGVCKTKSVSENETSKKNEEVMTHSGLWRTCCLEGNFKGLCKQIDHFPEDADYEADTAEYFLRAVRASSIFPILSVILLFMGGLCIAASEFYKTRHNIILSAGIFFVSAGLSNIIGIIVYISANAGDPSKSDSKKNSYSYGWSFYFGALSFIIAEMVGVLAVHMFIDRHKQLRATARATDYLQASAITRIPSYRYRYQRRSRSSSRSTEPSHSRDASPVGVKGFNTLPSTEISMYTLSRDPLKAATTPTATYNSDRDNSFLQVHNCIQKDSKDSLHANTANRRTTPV
# Target sequence (P19491 whole entry, looked up): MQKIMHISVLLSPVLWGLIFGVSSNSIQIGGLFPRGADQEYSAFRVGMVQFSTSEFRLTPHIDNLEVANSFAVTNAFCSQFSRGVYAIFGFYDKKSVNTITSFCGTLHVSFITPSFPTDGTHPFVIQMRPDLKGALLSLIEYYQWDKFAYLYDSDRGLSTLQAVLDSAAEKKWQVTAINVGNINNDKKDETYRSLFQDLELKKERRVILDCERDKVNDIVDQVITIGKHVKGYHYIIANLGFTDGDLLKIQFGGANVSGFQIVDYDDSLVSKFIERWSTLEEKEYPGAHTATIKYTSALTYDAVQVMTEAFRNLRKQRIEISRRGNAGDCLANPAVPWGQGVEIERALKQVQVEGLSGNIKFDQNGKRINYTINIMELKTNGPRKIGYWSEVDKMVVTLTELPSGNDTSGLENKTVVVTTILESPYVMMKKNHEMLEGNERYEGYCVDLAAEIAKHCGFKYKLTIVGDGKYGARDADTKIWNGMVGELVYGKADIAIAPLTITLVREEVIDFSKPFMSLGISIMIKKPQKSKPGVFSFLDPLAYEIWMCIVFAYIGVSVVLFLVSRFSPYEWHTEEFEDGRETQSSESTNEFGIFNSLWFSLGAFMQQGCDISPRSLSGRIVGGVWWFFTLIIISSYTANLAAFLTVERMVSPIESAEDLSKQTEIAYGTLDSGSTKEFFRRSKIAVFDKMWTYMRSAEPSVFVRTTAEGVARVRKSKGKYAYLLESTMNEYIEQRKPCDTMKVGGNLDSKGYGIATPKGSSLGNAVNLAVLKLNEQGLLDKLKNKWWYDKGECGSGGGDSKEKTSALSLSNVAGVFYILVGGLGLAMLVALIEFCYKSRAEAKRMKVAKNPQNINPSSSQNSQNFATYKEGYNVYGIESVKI
# GluA2 TARP mod agonism max-min: also measured in GluA2 TARP mod; calls as there; compound max-min signal; compound-alone response (agonism);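 unitless range of fluorescence divided by baseline over first 100 seconds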
# GluA2 TARP mod glutamate slope: further read-out of GluA2 TARP mod, marked with its call; glutamate slope, % of max; measured here: glutamate response slope, % max;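 scaled per plate between vehicle wells and maximal 1 mM glutamate control wells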
# The depositor's hits bear a star; i = inactive; + = active, no number; & = joins results of further samples. Some of the compounds tested (hit frequency here may not be typical).
# Below each compound – GluA2 TARP mod	GluA2 TARP mod agonism max-min	GluA2 TARP mod glutamate slope
COCCNC(=O)CN1CCN(c2nccn2-c2cccc(Cl)c2)CC1
  i	0.041	24
O=C1NC(=O)C2(CCN(S(=O)(=O)c3ccc4cccc5c4c3CC5)CC2)N1
  i	0.058	35
COc1ccc(Cl)cc1NC(=O)C(=O)NCCC(c1ccccc1)c1ccccc1
  i	0.083	61
NC(=O)C1CCN(S(=O)(=O)c2ccc(C(=O)NCCC3=CCCCC3)o2)CC1
  i	0.09	77
CCCOc1ccc(/C=C/C(=O)Nc2ccc(OC)c(OC)c2)cc1
  i	0.058	52
COc1cccc(NC(=O)Nc2ccc3c(c2)CC(=O)N3)c1OC
  i	0.097	51
CCOCCn1c(-n2nc(C)cc2C)nc2c1c(=O)n(CCOC)c(=O)n2C
  i	0.049	49
CCc1ccc(OCCS(=O)(=O)NCc2ccc(Cl)cc2)cc1
  i	0.15	82
COc1ccc(C2(CNS(=O)(=O)c3c(C)n[nH]c3C)CCCC2)cc1
  +	0.2*	41*
O=c1[nH]c(O)c(/C=N/N2CCOCC2)c(=O)[nH]1
  i	0.11	65
CCOc1ccc2ccccc2c1C(=O)NNC(=O)c1ccc(=O)n(Cc2ccccc2)c1
  i	0.056	60
N#Cc1ccc(C(=O)NCCC(O)c2cccs2)cc1 (centres undefined)
  i	0.091	59
Cn1c(=O)c2c(nc(N)n2CC(=O)O)n(C)c1=O
  i	0.056	32
Cc1cccc(NC(=O)CSc2nc3nc(C)cc(C)c3c(=O)[nH]2)c1
  i	0.05	50
O=C(Cn1cnc(-c2cccs2)cc1=O)NCCOc1ccc(-c2ccco2)nn1
  +	0.089*	6.1*
CCCOc1ccc(N2CCN(C(=O)COc3ccc4ccccc4c3)CC2)nn1
  i	0.041	61
Cc1nc(C)c(C(=O)NCCn2ncc3c(N4CCCCCC4)ncnc32)s1
  i	0.086	74
CC1CCc2cc(F)ccc2N1C(=O)Cc1cc(-c2ccc3c(c2)OCO3)on1 (centres undefined)
  i	0.044	16
COc1cc(/C=C2\SC(=S)N(c3ccccc3Br)C2=O)cc(OC)c1OC
  i	0.076	52
CCN(c1ccccc1)S(=O)(=O)c1ccc(C(=O)Nc2ccc3scnc3c2)cc1
  i	0.043	62

# In the list so far, these contain sulfur.
# Below each compound – GluA2 TARP mod	GluA2 TARP mod agonism max-min	GluA2 TARP mod glutamate slope
O=C1NC(=O)C2(CCN(S(=O)(=O)c3ccc4cccc5c4c3CC5)CC2)N1
  i	0.058	35
NC(=O)C1CCN(S(=O)(=O)c2ccc(C(=O)NCCC3=CCCCC3)o2)CC1
  i	0.09	77
CCc1ccc(OCCS(=O)(=O)NCc2ccc(Cl)cc2)cc1
  i	0.15	82
COc1ccc(C2(CNS(=O)(=O)c3c(C)n[nH]c3C)CCCC2)cc1
  +	0.2*	41*
N#Cc1ccc(C(=O)NCCC(O)c2cccs2)cc1 (centres undefined)
  i	0.091	59
Cc1cccc(NC(=O)CSc2nc3nc(C)cc(C)c3c(=O)[nH]2)c1
  i	0.05	50
O=C(Cn1cnc(-c2cccs2)cc1=O)NCCOc1ccc(-c2ccco2)nn1
  +	0.089*	6.1*
Cc1nc(C)c(C(=O)NCCn2ncc3c(N4CCCCCC4)ncnc32)s1
  i	0.086	74
COc1cc(/C=C2\SC(=S)N(c3ccccc3Br)C2=O)cc(OC)c1OC
  i	0.076	52
CCN(c1ccccc1)S(=O)(=O)c1ccc(C(=O)Nc2ccc3scnc3c2)cc1
  i	0.043	62

# Continued.
# Below each compound – GluA2 TARP mod	GluA2 TARP mod agonism max-min	GluA2 TARP mod glutamate slope
CCCN1C(=O)NC2(CCN(C(=O)c3ccccc3)CC2)C1=O
  i	0.062	44
CCCCN1CC(c2nc3ccccc3n2CCOc2ccc(C)cc2)CC1=O (centres undefined)
  i	0.13	79
CC(=O)N1CCc2c(sc(NC(=O)C(C)C)c2-c2nc3ccccc3s2)C1
  i	0.056	40
COc1cc(S(=O)(=O)NCc2ccccn2)ccc1Cl
  i	0.072	62
COc1ccc(CNC(=O)CSc2nc3c(c(=O)[nH]2)CN(Cc2ccc(F)cc2)CC3)cc1
  i	0.1	53
COc1ccccc1/C=C1\SC(=S)N(c2ccccc2)C1=O
  i	0.098	50
COC(=O)CCc1nc2ccccc2[nH]c1=O
  i	0.076	46
CCOc1ccc(-c2ccc(OCCNS(=O)(=O)c3ccccc3C(F)(F)F)nn2)cc1
  i	0.043	64
COc1ccc(CNC(=O)C2CCN(c3cc(Sc4cc(C)ccc4C)ncn3)CC2)cc1
  i	0.097	59
Cc1cc(C)cc(OCCNC(=O)Cn2cnc(C(C)C)cc2=O)c1
  i	0.099	58
Cc1c(Cl)cccc1S(=O)(=O)NCC(C)(O)c1ccc2c(c1)OCO2 (centres undefined)
  i	0.16	36
COCC(=O)NCCn1ncc2c(N3CCCC3)ncnc21
  i	0.072	67
COc1ccc(CCC(=O)Nc2cccc(-n3c(C)nc4ccccc4c3=O)c2)cc1
  +	0.082*	36*
O=C(Nc1ccc(N2CCCCS2(=O)=O)cc1)c1ccc(Br)cc1
  i	0.1	67
CN1CCc2c(sc(NC(=O)C3COc4ccccc4O3)c2-c2nc3ccccc3s2)C1 (centres undefined)
  i	0.12	58
CCCOc1ccc(/C=C/C(=O)Nc2cc(OC)c(Cl)cc2OC)cc1
  i	0.096	82
COC(=O)N1CCC(CNC(=O)/C=C/c2cccs2)CC1
  i	0.071	67
Cc1nc2ccccc2n1CC1CCN(C(=O)NCc2ccc(F)cc2)CC1
  i	0.13	55
COc1ccccc1OCC(=O)NNC(=O)c1ccc(=O)n(Cc2ccc(Cl)cc2)c1
  i	0.072	56
Cc1ccc(S(=O)(=O)c2c(C)nn(C(C)(C)C)c2OC(=O)CCC2CCCC2)cc1
  i	0.064	53
COC(=O)c1ccc(CN2CCC(Cn3cnc4ccccc43)CC2)cc1
  i	0.067	45
COc1ccc(OC)c(S(=O)(=O)N2CCC(Cc3ccccc3)CC2)c1
  i	0.067	78
CN1CCN(c2nc(Nc3cccc(O)c3)nc3ccccc23)CC1
  +	0.22*	54*
CCOc1ccc(CNC(=O)C2CCN(c3cc(Oc4ccc(CC)cc4)ncn3)CC2)cc1
  i	0.097	57
Cc1ccc(C)c(Sc2cc(N3CCC(C(=O)NCC4CCCO4)CC3)ncn2)c1 (centres undefined)
  +	0.083*	1.7*
CCOC(=O)N1CCc2c(sc(NC(=O)c3ccccc3Cl)c2-c2nc3ccccc3s2)C1
  i	0.11	61
CC(C)CNC(=O)C(=O)Nc1cccc(N2CCCC2=O)c1
  i	0.051	65
CCOc1ccc(C2c3cccn3CCN2S(=O)(=O)N(C)C)cc1 (centres undefined)
  i	0.039	58
CC1(C)Cc2cccc(OCC(=O)N3CCN(C(=O)c4ccco4)CC3)c2O1
  i	0.1	73
Cc1cc(C)c(NC(=O)CCCn2nc(-c3ccc(F)cc3)ccc2=O)c(C)c1
  i	0.025	37
CCOc1ccc(-n2nnnc2CN2CCN(S(=O)(=O)c3ccc(F)cc3)CC2)cc1
  i	0.14	73
O=C(CCCS(=O)(=O)c1ccc(Cl)cc1)Nc1cccc(-c2nc3ccccc3o2)c1
  i	0.099	55
Cn1nc(-c2ccc(NS(=O)(=O)c3ccccc3[N+](=O)[O-])cc2)ccc1=O
  i	0.055	58
COc1cc(C(C)=O)ccc1OCC(=O)Nc1cccc(-c2ccc(N3CCCC3)nn2)c1
  i	0.052	56
O=c1oc2ccccc2cc1S(=O)(=O)c1ccccc1F
  i	0.099	62
CCOC(=O)C1=C(C)NC(=O)NC1c1cc(OC)c(OC)c(OC)c1 (centres undefined)
  i	0.067	68
CCCOc1ccc(/C=C/C(=O)Nc2cc(C)ccc2OC)cc1OC
  i	0.13	45
COC(=O)CCc1c(C)nn(C)c1C
  i	0.042	57
COC(=O)C1=C(CS(=O)(=O)c2ccc(Cl)s2)NC(=O)NC1c1ccc(O)cc1 (centres undefined)
  i	0.12	57
COc1cc(C(=O)NCc2n[nH]c(=O)c3ccccc23)c([N+](=O)[O-])cc1OC
  i	0.12	43

# (more compounds)
structure	GluA2 TARP mod	GluA2 TARP mod agonism max-min	GluA2 TARP mod glutamate slope
Cc1ccc2c(c1)CCCN2C(=O)CCCn1nc(-c2ccc(F)cc2)ccc1=O	i	0.13	56
COc1ccc(-c2ccc(OCCNS(=O)(=O)c3cc(Br)ccc3OC)nn2)cc1	i	0.057	67
O=C(CCCCCn1c(=S)[nH]c2ccccc2c1=O)n1ccnc1	i	0.063	75
COc1cccc(C(=O)NNC(=O)c2cccn(Cc3ccc(Cl)c(Cl)c3)c2=O)c1	i	0.06	43
COc1ccc(-n2nnc3c(N4CCN(C(=O)COc5ccccc5OC)CC4)ncnc32)cc1	i	0.078	65
CC(C)c1ccc(OCC(=O)N2CCN(c3ccc4nncn4n3)CC2)cc1	i	0.065	39
CC1(C)CC(=O)C2=C(C1)N=C1SCCC(=O)N1C2c1ccc(Cl)cc1 (centres undefined)	i	0.059	59
CC(C)C(=O)N1CCCc2ccc(NC(=O)C(=O)NCc3ccc4c(c3)OCO4)cc21	i	0.068	39
C=C(C)Cn1c(N=Nc2c(O)[nH]c3ccccc23)nc2c1c(=O)n(C)c(=O)n2C	i	0.059	31
CC(C)C(=O)Nc1ccc(C(=O)NCCNC(=O)CCC2CCCCC2)cc1	i	0.092	52
CS(=O)(=O)Nc1ccc2c(c1)CCCN2S(=O)(=O)c1cccs1	i	0.031	46
CCc1nc2ccccc2n1Cc1ccccc1OC	i	0.081	73
CCOc1ccccc1NC(=O)CN1CCC(c2nnc(-c3ccc(F)cc3)o2)CC1	i	0.074	56
O=C(Nc1onc2c1CCC2)C1CCCN1S(=O)(=O)c1ccc(F)cc1 (centres undefined)	i	0.045	68
Cc1cccc(CC(=O)NCC2CCN(Cc3ccccc3)CC2)c1	i	0.049	59
CCN1C(=O)Cc2cc(NC(=O)Nc3cc(Cl)ccc3OC)ccc21	i	0.1	49
O=C(Nc1nc(CC(=O)N2CCc3ccccc32)cs1)c1ccc(=O)[nH]c1	i	0.058	27
Cc1ccc(-n2c(SCC(=O)Nc3cccc(C)c3C)nc3ccccc3c2=O)cc1	i	0.04	49
O=C(CSc1nc(=O)n(CC2CCCO2)c2c1CCC2)NC1CCCCC1 (centres undefined)	i	0.043	45
O=C(NCCC(O)c1cccs1)c1ccc(S(=O)(=O)N2CCCC2)cc1 (centres undefined)	i	0.087	63
CC(C)Oc1ccc(C(=O)Nc2cccc(N3CCCCC3=O)c2)cc1	i	0.09	37
O=C(Nc1nnc(-c2ccc(Br)s2)o1)c1c(F)cccc1F	i	0.12	33
CCN1C(=O)c2cccc3c(NC(=O)CSCc4ccccc4)ccc1c23	i	0.069	50
CC(=O)c1ccc(N2CCN(C(=O)c3ccc(Cn4c(=O)[nH]c5ccccc5c4=O)cc3)CC2)cc1	i	0.058	26
Cc1ccccc1-c1ccc(N2CCN(C(=O)Cc3cccs3)CC2)nn1	i	0.066	35
COCCNC(=O)C(=O)NCC1CCN(Cc2cccs2)CC1	i	0.076	59
Cc1ccc(N2CCn3c2nn(CC(=O)Nc2ccc(C)cc2C)c(=O)c3=O)cc1	i	0.087	38
Cc1nc(C)c(CC(=O)Nc2ccc3c(c2)OCO3)s1	i	0.1	59
CCSc1ccc(CC(=O)Nc2nc(-c3cc([N+](=O)[O-])cs3)cs2)cc1	i	0.094	35
C=CCN1C(=O)CC(Nc2ccc(N3CCOCC3)cc2)C1=O (centres undefined)	i	0.048	46
Cn1nnnc1SCC(=O)N1CCN(Cc2ccsc2)CC1	i	0.083	61
COC(=O)c1ccc(NC(=O)Cn2cc(-c3nnc(C)o3)c3ccccc32)cc1	i	0.1	52
O=C(Nc1nc(CC(=O)N2CCc3ccccc3C2)cs1)c1ccc[nH]c1=O	i	0.047	34
Cc1ccc(NC(=O)C2Nc3cc(F)ccc3S(=O)(=O)N2)cc1C (centres undefined)	i	0.066	71
COc1ccccc1N1CCN(C(=O)C2CN(C(=O)c3cccs3)C2)CC1	i	0.073	54
COCCNC(=O)Cn1nc2c(c1NC(=O)c1c(F)cccc1Cl)CSC2	i	0.081	70
O=C(NCCC1=CCCCC1)C(=O)NCc1cccnc1	i	0.074	76
O=C(NCC1(O)CCCC1)C(=O)Nc1ccccc1	i	0.084	62
Cc1[nH]c(=O)nc(SCC(=O)NCc2ccco2)c1C#N	i	0.096	51
COc1ccc(S(=O)(=O)NCCn2nc(-c3ccc(F)cc3)ccc2=O)cc1F	i	0.084	53
CCn1nc(C)cc1C(=O)N1CCN(c2ccccc2)CC1	i	0.1	45
N#Cc1nc(-c2ccc(S(=O)(=O)N3CCCCCC3)cc2)oc1NCc1ccccc1	i	0.14	77
Cn1nc(C2CCCN(C(=O)Cc3ccccc3Cl)C2)n(-c2ccccc2)c1=O (centres undefined)	i	0.074	58
COc1ccc(S(=O)(=O)CCC(=O)Nc2sc3c(c2C#N)CCCC3)cc1	i	0.07	71
O=c1c2sccc2n(Cc2nc(-c3ccccc3Cl)no2)c(=O)n1Cc1ccc(F)cc1	i	0.087&0.041	56&102
O=C(COc1ccccc1F)Nc1cc(-c2ccco2)nn1CCO	i	0.1	60
CC(C)n1c(=O)c2nscc2n(CC(=O)N2CCN(c3ccccc3F)CC2)c1=O	i	0.091	63
Cc1ccc(NC(=O)C(=O)NCC2CCN(C(=O)Oc3ccccc3)CC2)cc1C	i	0.095	57

# Assay outcomes deposited in PubChem BioAssay by Vanderbilt High Throughput Screening Facility.
